Screens from PubChem BioAssay.
HIF-2a block: HIF-2a reporter inhibitors, primary screen, luminescence, 786-0 RCC cells; 786-0 RCC cells HIF-2a reporter, luciferase luminescence, overnight; inhibition, % at 18.8 µM; 360,000 compounds, 0.72% hits;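 active means inhibition of the luminescence signal of 40% or more relative to plate controls, in a single-dose primary screen at 18.75 µM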
CaV13 ICDI inh: Disruptors of the CACNA1D IQ motif to Ca2+-dependent inactivation inhibitor domain association, primary screening, Förster resonance energy transfer in intact living …. 340,000 compounds, 0.098% hits. AID 743397. inhibition, % at 12.3 µM. HEK cells, CFP/YFP FRET ICDI-IQ, plate reader, 10 min; percent FRET-ratio fall versus neutral wells;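 active means mean replicate inhibition of at least 30% and at least 1% of replicates passing that level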;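 further: 0% = median of the neutral control wells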
aDG glyco act: activators of alpha-DG glycosylation, primary screen, uHTS, Pro5-aDG cells, AlphaScreen; alpha-DG glycosylation AlphaScreen (IIH6); 0% Pro5, 100% B10-LARGE cell signal; activation, % at 10 µM; 360,000 compounds, 0.22% hits; AID 624168, 2012;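 active means activation of at least 8% versus controls, or a plate z-score of at least 8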;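 further: Pro5 are CHO cells carrying HIG-tagged alpha-DG that lacks glycosylation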
Peg3 prom inh: Peg3 promoter-driven luciferase inhibitors, primary screen, cell-based, HeLa, luciferase luminescence; HeLa PEG-Prom luciferase reporter, overnight; inhibition, % at 20 µM; 360,000 compounds, 1.7% hits;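 active means inhibition of at least 50% at 20 µM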
PDI inh: inhibitors of human PDI, primary screen, biochemical, turbidity, single point, plate reader | Protein disulfide-isomerase (Homo sapiens), P07237 | PDI insulin aggregation turbidity, A650, 90 min | inhibition, % at 10 µM | 350,000 compounds, 0.052% hits;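 active means mean inhibition across replicates of 30% or more, whatever share of single replicates reach that level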;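 further: absorbance from insulin aggregation driven by PDI reduction with DTT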
Target sequence (P07237 whole entry, looked up): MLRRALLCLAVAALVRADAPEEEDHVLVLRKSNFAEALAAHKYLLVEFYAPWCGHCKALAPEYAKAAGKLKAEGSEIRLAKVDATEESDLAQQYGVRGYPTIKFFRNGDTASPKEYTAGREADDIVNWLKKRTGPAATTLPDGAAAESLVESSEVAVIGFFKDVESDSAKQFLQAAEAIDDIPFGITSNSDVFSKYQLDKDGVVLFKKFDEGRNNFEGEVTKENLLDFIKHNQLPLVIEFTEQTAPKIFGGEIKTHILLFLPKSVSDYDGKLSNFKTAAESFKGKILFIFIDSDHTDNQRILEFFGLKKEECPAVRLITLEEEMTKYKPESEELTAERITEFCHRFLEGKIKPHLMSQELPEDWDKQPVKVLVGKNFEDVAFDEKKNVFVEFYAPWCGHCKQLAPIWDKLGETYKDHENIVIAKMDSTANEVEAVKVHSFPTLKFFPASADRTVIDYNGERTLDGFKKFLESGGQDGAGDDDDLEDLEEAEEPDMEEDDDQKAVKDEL
Vif imaging: HIV Vif self-association inhibitors, primary screen, imaging, HEK293T, single point. HEK293T cells, Vif self-association by quenched fluorescence, 24 h. inhibition, % at 7.49 µM. 340,000 compounds, 0.35% hits. AID 602346, 2012; in the data active means inhibition above about 50%, passing the limit was not always enough; further: some results filed as inactive read as strong as hits
MITF TRPM1 inh: inhibitors of MITF-dependent TRPM1 promoter reporter, primary screen, cell-based, SK-MEL-5, single point, luciferase; SK-MEL-5 TRPM1 promoter luciferase, 24 h; inhibition, % at 12.5 µM; 330,000 compounds, 0.83% hits;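 active means mean inhibition across replicates of 60% or more, whatever share of single replicates reaches that level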; further: values of inactives mirror those of a sister screen read the other way
NR2E3 ag-1: inhibitors of NR2E3-RetCOR corepressor binding, primary screen, NR2E3 agonist project, biochemical, TR-FRET, GST-NR2E3, biotin-RetCOR | 320,000 compounds, 0.12% hits | inhibition of corepressor binding, % at 4.78 µM | Photoreceptor-specific nuclear receptor (Homo sapiens), Q9Y5X4 | 1536-well | AID 2300, 2010;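 active means percent inhibition above the cutoff of mean plus 3 SD of all tested compounds, set per screening campaign, cut at about 20% in these data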;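 further: 0% = DMSO wells and 100% = biotin wells as full block of FRET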
Target sequence (Q9Y5X4 whole entry, looked up): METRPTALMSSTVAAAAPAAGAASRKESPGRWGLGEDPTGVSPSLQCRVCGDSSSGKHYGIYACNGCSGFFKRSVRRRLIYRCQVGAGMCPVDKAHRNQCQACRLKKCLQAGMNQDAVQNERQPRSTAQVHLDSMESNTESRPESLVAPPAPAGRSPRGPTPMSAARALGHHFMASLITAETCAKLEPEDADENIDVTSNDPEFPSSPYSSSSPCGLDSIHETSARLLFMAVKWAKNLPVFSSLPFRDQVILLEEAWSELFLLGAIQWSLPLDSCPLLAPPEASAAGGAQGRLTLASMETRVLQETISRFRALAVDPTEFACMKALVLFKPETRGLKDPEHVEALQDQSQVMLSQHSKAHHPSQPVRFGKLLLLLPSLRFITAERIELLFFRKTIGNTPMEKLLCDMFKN
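Material: NR2E3–RetCOR corepressor complex / Incubation: Compound–protein incubation for 5 h at 4 °C / Dosing: compound at 4.8 µM, single dose / Detection: time-resolved FRET / Benchmarks: high control biotin, low control 0.6% DMSO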
NR2E3 ag-2: NR2E3 agonists in two-hybrid cells, primary screen, cell-based, luminescence, CHO-S, Gal4-NCOR/VP16-NR2E3 | Photoreceptor-specific nuclear receptor (Homo sapiens), Q9Y5X4 | luciferase | inhibition of corepressor binding, % at 3.98 µM | 360,000 compounds, 0.35% hits | AID 602229, 2012;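 active means inhibition above the mean of all tested compounds plus 3 SD, cut at about 70% in these data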;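 further: 0% = DMSO with NR2E3 transfected cells and 100% = cells lacking NR2E3 construct; higher means lower luciferase signal from less NR2E3 corepressor binding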
iPSC survival up: enhancers of single-cell hiPSC survival, primary screen, ATPlite luminescence; 100% = ROCK inhibitor wells, 0% = DMSO; survival enhancement, % at 20 µM; 360,000 compounds, 0.044% hits; in the data active means survival enhancement above about 18%;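 further: cells exposed to compounds for 16 hours before the ATP read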
Exocytosis inh: LAMP-1 surface exposure blockers, TALL-104 cells – cell-based, flow cytometry, MLPCN library, primary screen. TALL-104 LAMP-1 surface exposure; cells stimulated with thapsigargin and PMA. inhibition, % at 10 µM. 360,000 compounds, 0.66% hits;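 active means inhibition above about 55%, limit read from the data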
Active calls of the source: *; x = no result given; & = joins results of further samples.

Values in the order – HIF-2a block, CaV13 ICDI inh, aDG glyco act, Peg3 prom inh, PDI inh, Vif imaging, MITF TRPM1 inh, NR2E3 ag-1, NR2E3 ag-2, iPSC survival up, Exocytosis inh
1: O=C(Nc1ccc(NC(=O)C2CC2)nc1)c1ccccn1
  -23, -4, 0.0, -34, 3, -15, 5, 4, -112, -5.2, 0
2: COC(=O)[C@]1(C)N[C@H](CN(C)S(=O)(=O)c2ccc(OC(F)(F)F)cc2)[C@@H]2C(=O)N(Cc3ccccc3)C(=O)[C@@H]21
  1, -5, -0.2, 3, 13, -3, 2, x, 3, -0.6, -2
3: CC(=O)c1cccc(OCc2cc(C(=O)N(C)C(C)c3ccccn3)no2)c1 (stereo unspecified)
  -11, -3, 0.5, -14, 6, -4, 3, 4, -21, -0.2, 4
4: CCn1nc(C)c(CNC(=O)CC2C(=O)NCCN2CC(C)(C)C)c1C (stereo unspecified)
  12, 1, -0.1, 2, 10, -4, 9, -2, 3, -1.4, 1
5: CCOc1cccc(N2C(=O)CC(N(CCc3ccc(OC)c(OC)c3)C(=O)CC)C2=O)c1 (stereo unspecified)
  7, x, -0.2, 2, 7, -10, 10, 2, -22, 4.0, -2
6: CN(C)CCN1C(=O)C(=O)/C(=C(/O)c2ccc(S(=O)(=O)N3CCOCC3)cc2)C1c1ccc(F)cc1 (stereo unspecified)
  11, -2, 6.3, 7, -10, 3, -5, 3, -5, -0.5, -5
7: CCc1ccc(-n2c(Cc3ccccc3)n[nH]c2=S)cc1
  11, -3, -0.3, 24, -1, -4, -6, 4, -22, -0.3, 5
8: Cc1cc(C)n(-c2c(F)c(F)c(CN3CCCCC3)c(F)c2F)n1
  3, -7, 0.0, 3, -12, -9, 0, 3, -6, -0.6, 0
9: N#Cc1ccsc1NC(=O)CCS(=O)(=O)c1ccccc1
  -13, -6, -0.1, -8, 1, 5, -4, 3, -40, -0.4, -4
10: CCC(=O)N1CCCc2cc(S(=O)(=O)N3CCN(c4ccccn4)CC3)ccc21
  16, -5, 0.1, 14, -21, x, 14, -1, 69, -0.2, -2
11: Cc1ccc(-n2c(-c3ccco3)nc3nc4ccccc4nc32)cc1F
  -47, -5, 0.3, 16, -5, 3, 6, -1, -20, -0.7, -6
12: CCCCc1c(-c2ccc(Br)cc2)ncn1CCc1ccccc1OC
  -92, -10, 0.0, x, x, x, x, x, -23, -1.0, 37
13: COc1ccc(O)c(-c2nc(N)nc(N)n2)c1
  -149, 12, 0.1, -315, 4, -5, -73, -5, -45, 0.3, 20
14: O=C1S/C(=C\c2cccs2)C(=O)N1c1ccc(O)cc1
  -240, -19, 0.1, -330, 2, 4, -85, 1, -115, -0.2, 10
15: OCCN1CCN(C(=S)c2ccc(Cl)cc2)CC1
  -3, -6, -0.1, -5, 4, x, -9, 0, 2, -3.3, -11
16: O=C(/C=C/c1ccc(Cl)cc1Cl)N1CCN(c2ccc([N+](=O)[O-])c(N3CCOCC3)c2)CC1
  8, -5, 0.9, 12, -6, x, 12, -1, -11, 1.4, 2
17: CSc1nc2nccc(-c3ccc4c(c3)OCO4)n2n1
  -18, 0, -0.2, 3, -1, 1, 6, 5, 7, -0.8, -4
18: Cc1cc(C)cc(OCCn2nnc3ccccc32)c1
  -181, -20, 0.3, -155, -7, 3, -95, 2, -48, 3.7, -2
19: CS(=O)(=O)c1ccc2nc(NC(=O)CN3CCCCCC3)sc2c1
  3, -11, -0.3, 17, -3, x, 12, -2, -21, -1.3, -4
20: O=C(c1cccs1)N1CCCN(c2ncnc3scc(-c4ccccc4)c23)CC1
  6, -4, -0.1, -15, 5, -2, 9, 1, -2, -0.1, 0
21: CC(C)Oc1cc(F)ccc1-c1cc(C(=O)NCc2cccnc2)[nH]n1
  3, -11, 0.4, 9, 2, -2, x, x, 30, -3.1, 0
22: COC(=O)c1cc(Br)c(=O)n(-c2cc(C)on2)c1
  7, x, -0.1, 14, -2, x, 10, 8, 11, 5.5, -2
23: CC(C)CN(C(=O)c1cc(=O)[nH]c2ccccc12)c1c(N)n(Cc2ccccc2)c(=O)[nH]c1=O
  9, -6, 0.0, 3, 10, -4, -23, -3, 4, -0.4, -2
24: COc1cc2cc(C(=O)N/N=C/c3ccc(F)cc3)[nH]c2cc1OC
  4, -2, -0.1, -19, 5, -7, -51, 0, -30, -0.4, -4
25: CCOc1ccc(C2C3=C(CCCC3=O)Nc3nc(C(F)(F)F)nn32)cc1OC (stereo unspecified)
  6, x, 0.6, 3, 16, -7, -10, 0, -9, -2.1, -2
26: O=C(Cc1ccccc1F)Nc1cc(S(=O)(=O)N2CCCC2)ccc1Cl
  9, -17, 0.1, -4, 12, 1, 9, 2, 11, -0.5, 2
27: O=C(Cc1cccs1)N1CCCC(c2nc(-c3ccc(S(=O)(=O)N4CCCC4)cc3)no2)C1 (stereo unspecified)
  7, -5, 0.3, 34, 0, -6, 10, 0, 12, 3.6, 0
28: CCC(=O)N1CCc2cc(S(=O)(=O)CCC(=O)N3CCN(c4ccc(F)cc4)CC3)ccc21
  6, -7, 0.1, 8, 7, -2, -1, 0, -5, -0.4, -2
29: COc1ccccc1C(CNC(=O)C(C)Oc1ccc(Br)cc1)N1CCCC1 (stereo unspecified)
  5, -7, 0.1, 7, 4, 3, 0, -2, -7, 1.4, -5
30: COC(=O)C1=C(NC(=O)c2ccc(C)c(C)c2)CCS1
  -127, -9, -0.4, -68, -3, 4, 6, 0, -21, -0.4, 6

Looked up above.
CS(=O)(=O)c1ccc2nc(NC(=O)CN3CCCCCC3)sc2c1 @ aDG glyco act = -0.3
CC(C)Oc1cc(F)ccc1-c1cc(C(=O)NCc2cccnc2)[nH]n1 @ aDG glyco act = 0.4

The results go on:
Values in the order – HIF-2a block, CaV13 ICDI inh, aDG glyco act, Peg3 prom inh, PDI inh, Vif imaging, MITF TRPM1 inh, NR2E3 ag-1, NR2E3 ag-2, iPSC survival up, Exocytosis inh
31: Cn1c(=O)[nH]c(=O)c2c1nc(CN1CCN(c3ccc(F)cc3)CC1)n2CCCc1ccccc1
  1, -5, -0.1, 4, -1, 5, -8, 0, -19, -1.7, 2
32: CCOc1ccc(N(CC(=O)NCCCOC)S(C)(=O)=O)cc1
  14, -7, -0.2, -2, 13, 9, -11, 4, -6, 1.7, 0
33: CC(=O)N1CCN(c2ccc(NCc3cccc(C)c3)cc2)CC1
  -15, -7, -0.1, -17, 4, 2, -2, 2, 15, 1.6, -8
34: O=C1OCCC1Sc1nnc(-c2ccc3c(c2)OCO3)n1-c1ccccc1 (stereo unspecified)
  26, -4, -0.1, 1, -4, 13, 18, 4, 3, 3.3, -2
35: Clc1ccc2nsnc2c1NC1=NCCN1
  0&6, -4&-6, -0.2&-0.1, 7&1, -5&-13, 5&0, -7&-6, 0&1, -41&-13, 8.4&3.6, -6&-4
36: CN(CC(=O)Nc1cccc(F)c1)C(=O)C1CC(=O)N(CCc2ccccc2)C1 (stereo unspecified)
  12, -7, -0.1, -1, 2, -4, 12, 0, 3, -0.1, 12
37: Cc1ccc(C)c(COC(=O)c2cc(S(=O)(=O)N3CCCCC3)ccc2N2CCOCC2)c1
  15, -2, -0.3, 26, 18, -10, 8, 1, -26, -0.1, 0
38: Cc1c(NC(=S)NC(=O)COc2ccccc2)c(=O)n(-c2ccccc2)n1C
  23, -4, -0.2, 7, -1, -3, -11, -4, 8, -2.2, 5
39: O=C(Cn1cnc2c(nc3n2CCCCC3)c1=O)Nc1cccc(C(F)(F)F)c1
  -4, -13, 0.1, 1, -2, -2, 0, -2, -5, -0.2, -2
40: CCn1ncc(Br)c1C(=O)Nc1ccc(OC(F)(F)F)cc1
  -10, -9, -0.1, -37, 11, -5, -4, 0, -13, 1.2, -6
41: CCOc1ccccc1N=C1NC(=O)CS1
  5, -9, -0.1, 1, -4, 8, 2, 1, -4, 0.8, -3
42: COCCNC(=O)c1ccc(N(C)S(=O)(=O)c2ccc(OC)c(OC)c2)cc1
  1, -1, -0.4, 20, -3, -9, 7, 0, -1, -2.7, -2
43: CCNC(=O)Nc1cc2nc(C)n(Cc3ccc(Br)cc3)c2nc1C
  -10, 1, -0.2, -21, -5, 12, 1, 0, -6, -1.9, 2
44: CC1CCCCN1Cc1ccc(N)cc1 (stereo unspecified)
  0, -8, 1.0, -8, 8, 1, -6, 1, 0, 5.7, 1
45: Cc1ccccc1C(=O)c1cccn1CC(=O)NCc1ccccc1Cl
  -173, -7, 0.3, -151, -5, -8, -58, -2, -91, -0.5, 1
46: COc1ccc2c3n([n+]([O-])c2c1)CCN=C3c1ccc(Cl)cc1
  -117, -6, 0.1, -81, 9, 24, -15, 5, -44, 0.1, -4
47: Cc1ccc(NC(=O)COC(=O)c2ccc(CN3CCCC3=O)cc2)cc1C
  4, -7, -0.4, 6, -2, 3, -18, x, -3, 0.0, -6
48: COC(=O)CCC(=O)Nc1ccc(S(=O)(=O)N2CCCCCC2)cc1
  17, -4, -0.1, 2, -1, -3, 8, -1, 19, 4.0, 0
49: Cc1cc(C)c2[nH]c(=O)c(C(c3nnnn3CC3CCCO3)N3CCC(C)CC3)cc2c1 (stereo unspecified)
  2, -4, -0.1, 27, 5, -3, 4, -2, -24, -3.1, -1
50: CCC(OC(=O)c1nsc(Cl)c1Cl)C(=O)NC(C)(C)CC (stereo unspecified)
  16, -6, 0.0, 4, -1, 9, 2, -1, -6, -0.3, -1

Quoted at random: two entries already listed.
Values in the order – HIF-2a block, CaV13 ICDI inh, aDG glyco act, Peg3 prom inh, PDI inh, Vif imaging, MITF TRPM1 inh, NR2E3 ag-1, NR2E3 ag-2, iPSC survival up, Exocytosis inh
40: CCn1ncc(Br)c1C(=O)Nc1ccc(OC(F)(F)F)cc1
  -10, -9, -0.1, -37, 11, -5, -4, 0, -13, 1.2, -6
34: O=C1OCCC1Sc1nnc(-c2ccc3c(c2)OCO3)n1-c1ccccc1 (stereo unspecified)
  26, -4, -0.1, 1, -4, 13, 18, 4, 3, 3.3, -2
